LYP phosphatase – inhibitors of LYP phosphatase, biochemical, fluorescence intensity, uHTS (AID 1779) | inhibition, % at 11.5 µM, or IC50 in µM where a hit was titrated | 0.054% of 290,000 active | recombinant LYP phosphatase, fluorescence intensity; higher % means a stronger effect; in the data active means inhibition above about 50%;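 further: plate controls were vehicle with enzyme for no effect and no enzyme for full effect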
UTI89 phage lysis – protection from phage-mediated lysis, alamar blue read-out – E. coli UTI89, K1F phage, bacterial capsule biogenesis inhibitors (AID 488966) | E. coli UTI89 K1F phage lysis, alamar blue, 2 h; higher % means a stronger effect | inhibition, % at 100 µM; hits with a dose series show IC50 in µM | 0.02% of 340,000 active;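 active means phage lysis inhibition, versus mean bacterial control, above a set limit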;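 further: capsule biogenesis inhibitors block K1F phage lysis so surviving cells raise fluorescence; higher fluorescence means more inhibition of phage lysis; actives were called in the ten point dose series up to 300 µM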
GPR35 antagonists – inhibition of zaprinast-stimulated GPR35 beta-arrestin translocation – imaging, U2OS, beta-arrestin-GFP, zaprinast agonist, primary screen (AID 2058) | U2OS GPR35 beta-arrestin-GFP translocation imaging, zaprinast antagonism; higher % means a stronger effect | one-dose inhibition, % at 10 µM; IC50 in µM for titrated hits | 0.052% of 290,000 active;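 active means inhibition of at least 50% with at least 30 cells and total cytoplasm GFP at most 10,000,000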
NTR1 ag – agonists of NTR1, primary screen, imaging, U2OS cells, beta-arrestin-GFP, high content (AID 493036). P30989. NTR1-U2OS beta-arrestin-GFP spot imaging, agonist mode. activation, % at 20 µM. 0.17% of 330,000 active;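 active means activation at or above 40% of the spot to cytoplasm intensity ratio, with at least 20 cells analyzed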;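 further: 0% = DMSO without peptide and 100% = 100 nM NTR1 peptide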
Target sequence (P30989 whole entry, looked up): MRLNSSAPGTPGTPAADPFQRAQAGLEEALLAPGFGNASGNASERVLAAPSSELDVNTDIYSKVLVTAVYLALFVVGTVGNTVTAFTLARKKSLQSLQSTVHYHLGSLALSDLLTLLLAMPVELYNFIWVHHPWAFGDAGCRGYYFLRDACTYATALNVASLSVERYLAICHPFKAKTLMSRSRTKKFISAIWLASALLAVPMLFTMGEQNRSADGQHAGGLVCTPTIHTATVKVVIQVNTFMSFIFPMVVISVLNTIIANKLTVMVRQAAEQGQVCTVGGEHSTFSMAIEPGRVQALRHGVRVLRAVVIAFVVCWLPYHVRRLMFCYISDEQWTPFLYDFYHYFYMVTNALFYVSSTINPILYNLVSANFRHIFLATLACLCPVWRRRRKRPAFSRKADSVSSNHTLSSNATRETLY
AID2073 – inhibitors of Mint1-CaV2.2 protein interaction, biochemical, HTRF (AID 2073) | inhibition, % at 20 µM, or IC50 in µM where a hit was titrated | 0.19% of 290,000 active | HTRF protein-protein interaction, Mint1-CaV2.2; higher % means a stronger effect; in the data active means inhibition mostly above about 51%, no sharp cut-off; further: some results filed as inactive read as strong as hits
WT yeast gro inh – growth inhibition of WT yeast, mitochondrial fusion screen | mitochondrial fusion phenotypic screen, WT strain | inhibition, % at 10 µM | 2.1% of 190,000 active | AID 1362; in the data active means inhibition above about 58%; tested in S. cerevisiae
Autophagy mod – modulators of autophagy; MEF GFP-LC3 puncta imaging; test concentration mostly 10 µM; calls only at 10 µM (by protocol); 0.98% of 190,000 active;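 active means percentage of spot-positive cells more than 3 SD above its plate mean, without a fluorescence outlier flag or 80% toxicity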;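 further: spot-positive cell cutoff set from DMSO-treated cells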
NS5 inhibitors – Dengue-2 NS5 methyltransferase inhibitors, primary screen, biochemical, confirmation dose response (AID 588689); 0.3% of 340,000 active; Dengue-2 NS5 methyltransferase capping enzyme assay, biochemical; higher % means a stronger effect; inhibition, % at 25 µM, or IC50 in µM where a hit was titrated; in the data active means a potency from the dose series
RSV antiviral HEp-2 – RSV antiviral activity via CPE protection, HEp-2 cells, primary 10 µM value included (AID 2391). HEp-2 cells, RSV-induced CPE inhibition; higher % means a stronger effect. CPE inhibition, % at 10 µM; hits with a dose series show IC50 in µM. 0.13% of 310,000 active; in the data active means a potency from the dose series; further: strong numbers were not always called active
WT yeast gro inh mutant strain – also measured in WT yeast gro inh; calls as there; inhibition, %; mitochondrial fusion phenotypic screen, mutant strain inhibition
Autophagy mod cell loss 18 h – further read-out of Autophagy mod, marked with its call; toxicity, %; measured here: cell loss, nuclei count;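 cell loss after 18 h compound exposure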
NTR1 ag cell count 20 µM – second read-out of NTR1 ag, no call of its own (marks repeat the call); cell count; measured here: cell count, cytotoxicity flag
NS5 inhibitors pilot replicate – second read-out of NS5 inhibitors, no call of its own (marks repeat the call); inhibition, %; measured here: pilot screen replicate inhibition
* hit, by the source's call; i = inactive; x = not tested or not shown; + = active, no number; [ ] = another dose, or the depositor's remark.

SMILES	LYP phosphatase	UTI89 phage lysis	GPR35 antagonists	NTR1 ag	NTR1 ag cell count 20 µM	AID2073	WT yeast gro inh	WT yeast gro inh mutant strain	Autophagy mod	Autophagy mod cell loss 18 h	NS5 inhibitors	RSV antiviral HEp-2	others
N#Cc1c(SCC(=O)O)nc(N2CCCCC2)c2c1CCCC2	-2%	-1.3%	4%	-2.0	29	17%	2	13	i	0	0%	0.2%
CC(C)(Oc1ccc(Br)cc1)C(=O)N1CCc2ccccc21	-5%	1.5%	8%	3.7	86	-1%	26	0	i	-2	0%	1.9%
CC(C(=O)Nc1ccc2c(c1)OCO2)N1CCC(N2CCCCC2)CC1 (centres undefined)	x	0.2%[50 µM]	x	2.1	62	x	x	x	x	x	5%	-0.2%
CC(C)CCNS(=O)(=O)c1ccc(-c2ccc(S(=O)(=O)NCCC(C)C)cc2)cc1	-5%	1.5%[50 µM]	-3%	0.5	60	11%	8	12	i	0	-4%	2.2%
CCOC(=O)C1CCCN(C(=O)c2cn(C)c3ccc(S(=O)(=O)N(C)C)cc3c2=O)C1 (centres undefined)	-6%	-0.6%	8%	3.9	61	1%	9	10	+	-7.0*	-4%	0.3%
O=C(c1ccc(Cl)c(S(=O)(=O)N2CCCCCC2)c1)N1CCN(CCO)CC1	-2%	0.4%	-1%	-0.1	60	-2%	-2	18	i	-4	0%	17%
CCn1nnnc1SCC(=O)NCc1ccc2c(c1)OCO2	-3%	4.2%	-4%	-0.3	56	-3%	-1	-7	i	-2	-3%	-0.6%
COc1cc(N/C(N)=N/c2nc(C)cc(C)n2)cc(OC)c1	-8%	0.3%	-14%	0.4	70	9%	x	x	x	x	-1%	1.8%	NS5 inhibitors pilot replicate=1.2
O=c1[nH]c(Cc2ccccn2)nc2scc(-c3ccccc3Cl)c12	-3%	0.0%	-13%	-2.4	76	10%	-1	2	i	-12	-42%	21%
FC(F)(F)c1cccc(Cc2noc(CN3CCC(N4CCCCC4)CC3)n2)c1	-10%	0.3%	-8%	-1.2	53	-12%	3	10	i	-3	-2%	-2.7%
COc1ccc(S(=O)(=O)N(C)c2ccc(C(=O)NCCC(C)C)cc2)cc1	-6%	1.2%	-2%	0.2	69	5%	-22	-14	i	-11	0%	-1.5%
COc1ccc(S(=O)(=O)N2CCOCC2)cc1NC(=O)Cn1nnc2ccccc2c1=O	-4%	0.1%	-2%	3.0	53	2%	12	-11	i	11	4%	1.8%
Cc1cc(C=C2C(=O)c3ccccc3C2=O)c(C)n1-c1ccccc1	-1%	8.0%	11%	6.4	61	6%	-17	-2	i	-22	22%	-0.1%
CC(C)Nc1nc(-c2ccncc2)nc(-c2ccc(Cl)cc2)c1C#N	0%	x	-3%	7.5	49	8%	-7	0	i	-6	x	-0.8%
O=C(Nc1ccnn1C1CCN(Cc2c[nH]c3ccccc23)CC1)c1ccccc1	-10%	0.6%	-3%	-0.1	61	4%	x	x	x	x	-12%	-1.5%
COc1cc(-c2nc(=S)[nH][nH]2)cc(OC)c1OC	2%	0.0%	-3%	-0.9	73	16%	-13	0	i	-5	23%	1.6%
COc1cc(CSc2nnnn2-c2ccc(C)cc2)cc(OC)c1OC	-1%	1.9%	-2%	4.2	51	11%	-10	3	i	3	-3%	-0.1%
S=c1[nH]nc(Nc2ccc(Cl)cc2)s1	-5%	-0.1%	9%	-0.5	52	34%	x	x	x	x	-14%	21%
CC(NC(=O)c1ccco1)C(=O)OC(C)C(=O)NCc1ccccc1 (centres undefined)	-3%	0.2%	-11%	2.1	65	7%	5	-3	i	-8	7%	-1.4%
N#CC(c1nc2ccccc2nc1N1CCCC1)S(=O)(=O)c1ccccc1 (centres undefined)	-4%	0.7%	12%	-1.7	72	-2%	8	0	i	-5	23%	3.5%
COC(CNC(=O)c1ccc2nc(-c3ccccc3)c(-c3ccccc3)nc2c1)OC	-2%	-0.3%	-6%	-0.1	86	21%	9	-3	i	19	-8%	2.1%
Cc1ccc2oc(=O)cc(CN3CCOCC3)c2c1	8%	0.0%	8%	-1.3	48	15%	14	13	i	-11	-1%	3.0%
CN(C(=O)CC1C(=O)NCCN1Cc1c(F)cccc1Cl)C1CCOCC1 (centres undefined)	-2%	-2.8%	-5%	-0.6	68	17%	x	x	x	x	5%	1.6%
CC(C)(C)N(NC(=O)Nc1ccc(Cl)c(Cl)c1)C(=O)c1ccccc1	5%	0.9%	5%	3.5	36	7%	17	4	i	5	-2%	-2.6%
Cc1ccc2nc(SCC(=O)NC3CCCC3)nc(=O)n2c1	x	1.1%[50 µM]	x	-0.3	63	x	x	x	x	x	1%	1.3%

Ordered by formula weight (falling): some entries from above.
SMILES	LYP phosphatase	UTI89 phage lysis	GPR35 antagonists	NTR1 ag	NTR1 ag cell count 20 µM	AID2073	WT yeast gro inh	WT yeast gro inh mutant strain	Autophagy mod	Autophagy mod cell loss 18 h	NS5 inhibitors	RSV antiviral HEp-2	others
COc1ccc(S(=O)(=O)N2CCOCC2)cc1NC(=O)Cn1nnc2ccccc2c1=O	-4%	0.1%	-2%	3.0	53	2%	12	-11	i	11	4%	1.8%
CC(C)CCNS(=O)(=O)c1ccc(-c2ccc(S(=O)(=O)NCCC(C)C)cc2)cc1	-5%	1.5%[50 µM]	-3%	0.5	60	11%	8	12	i	0	-4%	2.2%
CC(NC(=O)c1ccco1)C(=O)OC(C)C(=O)NCc1ccccc1 (centres undefined)	-3%	0.2%	-11%	2.1	65	7%	5	-3	i	-8	7%	-1.4%

Returning to the listing; the three compounds before the break are reprinted first.
SMILES	LYP phosphatase	UTI89 phage lysis	GPR35 antagonists	NTR1 ag	NTR1 ag cell count 20 µM	AID2073	WT yeast gro inh	WT yeast gro inh mutant strain	Autophagy mod	Autophagy mod cell loss 18 h	NS5 inhibitors	RSV antiviral HEp-2	others
CN(C(=O)CC1C(=O)NCCN1Cc1c(F)cccc1Cl)C1CCOCC1 (centres undefined)	-2%	-2.8%	-5%	-0.6	68	17%	x	x	x	x	5%	1.6%
CC(C)(C)N(NC(=O)Nc1ccc(Cl)c(Cl)c1)C(=O)c1ccccc1	5%	0.9%	5%	3.5	36	7%	17	4	i	5	-2%	-2.6%
Cc1ccc2nc(SCC(=O)NC3CCCC3)nc(=O)n2c1	x	1.1%[50 µM]	x	-0.3	63	x	x	x	x	x	1%	1.3%
COc1ccc(OCCNS(=O)(=O)c2ccccc2)cc1	-8%	-0.1%	14%	1.5	60	-10%	8	-11	i	8	x	2.1%
CC(C)C(=O)c1cn(CC(=O)O)c2ccccc12	-5%	0.0%	5%	0.1	42	-4%	7	8	i	-6	8%	-1.2%
Cc1cc(=O)oc2cc(OCC3CC(c4ccccc4)=NO3)ccc12 (centres undefined)	4%	-2.1%	16%	3.1	50	1%	-4	-16	i	25	-12%	3.1%
CCOC(=O)c1cnc(-n2nc(C)cc2C)nc1N1CCOCC1	-2%	0.5%	-10%	-0.3	84	1%	7	9	i	-63	-1%	1.5%	NS5 inhibitors pilot replicate=6.7
CN(C)S(=O)(=O)c1ccc(C(=O)OCC(=O)NCc2ccccc2)cc1	-1%	-1.2%	4%	-0.6	55	15%	-25	16	i	-2	-4%	1.1%
COc1ccc(Cl)cc1NC(=O)CS(=O)(=O)c1cccc2nsnc12	-8%	-0.3%	-8%	-1.0	74	2%	-4	9	i	24	2%	0.6%
CC(C)(C)OC(=O)NCCc1nnc(SCC(=O)Nc2ccc(Br)cc2)o1	-6%	-0.1%	8%	-0.1	53	-6%	x	x	x	x	-4%	x
O=C(NN1C(=O)c2ccccc2NC1c1ccco1)c1ccccc1 (centres undefined)	-7%	-0.6%	6%	0.2	44	17%	1	4	i	6	-13%	2.5%
O=C(COCc1cc(-c2ccc3c(c2)OCO3)on1)N1CCN(c2cccc(C(F)(F)F)c2)CC1	-3%	0.5%	6%	6.6	50	14%	x	x	x	x	-1%	13%
CC1NC(=O)NC1CCCCCC(=O)Nc1ccc(F)c(Cl)c1 (centres undefined)	-2%	0.2%	-20%	-0.9	74	-8%	-4	-19	i	-3	3%	2.4%
CN(C)CCOc1cccc(Cl)c1	-6%	3.5%	-2%	-1.6	69	3%	-7	3	i	5	-4%	0.0%
CSc1ccc(/C=C/C(=O)c2ccc(NC(=O)C(C)C)cc2)cc1	3%	-0.2%	5%	-1.0	31	10%	25	4	i	8	-12%	1.7%
CCOC(=O)c1cnn(-c2cc(C)nc3c(-c4ccccc4)cnn23)c1N	-8%	0.4%	10%	2.6	52	-9%	-30	-22	i	-5	x	1.2%
CCOC(=O)c1sc2ncn(C(CC)C(=O)OC)c(=O)c2c1C (centres undefined)	3%	0.5%	24%	0.4	47	-2%	-10	-12	i	1	-7%	2.2%
CC1CCN(S(=O)(=O)c2ccc(NC(=O)C3CCN(C(=O)c4ccco4)CC3)cc2)CC1	-12%	-0.6%	-10%	1.9	50	1%	x	x	x	x	-7%	5.4%
CCN1CCN(C(=S)c2ccc([N+](=O)[O-])cc2)CC1	7%	-0.8%	5%	-1.3	47	-11%	-9	-14	i	4	-2%	0.5%
CCOc1ccc(NC(=O)CN(C)C(=O)c2nc3nc(C)cc(C)n3n2)cc1OCC	x	0.9%	x	-1.7	62	x	x	x	x	x	0%	-0.5%
CCCOP(=O)(c1ccc(N(C)C)cc1)C(Nc1ccccc1)c1ccc(C)cc1 (centres undefined)	6%	-1.0%	-1%	10	65	8%	x	x	x	x	2%	0.0%
COC(=O)c1sc(NC(=O)C(C)C)c(C(=O)OC)c1C	-4%	0.1%	16%	-1.6	37	-4%	4	0	i	16	-5%	1.4%
COc1cccc(CNc2nc3ccccc3n2C(C)C)c1O	-4%	-0.2%	-8%	0.5	52	-4%	x	x	x	x	-5%	x	NS5 inhibitors pilot replicate=0.3
O=C(NN(CC(O)COc1ccccc1)CC(O)COc1ccccc1)c1ccccc1 (centres undefined)	-2%	-1.3%	-7%	-0.4	62	6%	x	x	x	x	0%	x
Cc1ccc(NC(=O)/C(=C/c2cccc([N+](=O)[O-])c2)NC(=O)C2CCCCC2)cc1	-3%	1.2%	-13%	0.5	56	4%	14	8	i	1	-1%	3.7%
C=CCNc1nc(N)c([N+](=O)[O-])c(NCCO)n1	-5%	-1.3%	7%	1.2	55	-1%	x	x	x	x	-2%	0.8%
OCCn1c(C(F)(F)F)nc2ccccc21	-2%	-0.1%	12%	-0.4	31	-1%	-19	-6	i	3	0%	-1.1%
Cc1ccc(-c2nnc(Oc3cccc(C)c3)c3ccccc23)cc1	-5%	1.4%[50 µM]	0%	32	63	4%	11	-12	i	2	3%	2.9%
CC(C)Nc1nc2n(c(=O)n1)CCN2C(C)C	1%	0.7%	-2%	-2.7	64	-2%	-8	-5	i	6	3%	1.1%
